Screening results as filed in PubChem BioAssay.
CASP6 VEID inh: blocks human caspase-6 cleavage activity; purified caspase-6, Z-VEID-R110 cleavage fluorescence; inhibition, % at 12.5 µM; actives 0.53% (n = 350,000); AID 686996;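 active = mean inhibition across replicates at least about 35%, with every replicate also reaching that limit, limit read from the data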;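 also: 0% = median of neutral control wells and 100% = no fluorescence left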
Target sequence (P55212 24-179 limits assumed): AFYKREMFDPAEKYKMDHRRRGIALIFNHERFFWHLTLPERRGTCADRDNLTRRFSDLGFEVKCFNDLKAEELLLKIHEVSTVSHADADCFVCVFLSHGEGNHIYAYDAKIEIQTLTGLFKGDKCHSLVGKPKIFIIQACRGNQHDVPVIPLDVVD
Target sequence (P55212 194-293 limits assumed): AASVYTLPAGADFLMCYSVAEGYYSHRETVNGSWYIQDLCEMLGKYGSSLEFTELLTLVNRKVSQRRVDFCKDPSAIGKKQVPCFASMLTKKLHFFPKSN
FN deposit inh: fibronectin deposition inhibition. inhibition, % at 12.6 µM. actives 0.086% (n = 350,000). AH1F fibroblasts, Alexa488-fibronectin deposition fluorescence, overnight;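 active = mean inhibition across replicates of 30% or more, regardless of how many single replicates reach that level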;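 also: positive control wells lacked labelled fibronectin entirely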
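Assay system: AH1F fibroblasts / Quantity: 10000 cells per well / Medium: DMEM plus 2% serum, read in PBS / Reagent: labelled fibronectin 24 nM / Dosing: single dose, pinned / Times: 1 h cell attachment, overnight exposure to compound and label / Signal: fluorescence, ex 485 nm, em 525 nm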
esBAF inh: SWI/SNF esBAF complex inhibition; mouse ES cells, Bmi1-luciferase knock-in reporter, 24 h; 100% = twice the neutral-well signal; actives 2% (n = 350,000); reporter increase, % at 12.5 µM; in the data active = activation above about 40%;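 also: 0% = median of the plate's neutral control wells and 100% = double that signal; a rise in the Bmi1 reporter signal indicates esBAF inhibition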
S100A4 inh HTS: blocks human S100A4 binding to myosin IIA peptide; P26447; S100A4/TAMRA-MyoIIA peptide fluorescence polarization; inhibition, % at 10.7 µM; actives 0.14% (n = 360,000); AID 652163;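 active = mean inhibition of at least 70% across replicates, with every replicate also reaching that level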
Target sequence (P26447 whole entry, looked up): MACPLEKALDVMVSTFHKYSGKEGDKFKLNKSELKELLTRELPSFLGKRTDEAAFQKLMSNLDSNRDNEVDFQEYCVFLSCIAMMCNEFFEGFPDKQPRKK
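Material: S100A4 monomer protein / Buffer or medium: 50 mM HEPES pH 7.2, 10 mM CaCl2, 100 mM KCl / Times: 5 min incubation before reading / Benchmarks: neutral control DMSO, positive control TFP / Reagent: labelled myosin peptide probe, 5 nM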
LGR2 inh: Drosophila LGR2 receptor signaling inhibition; inhibition, % at 9.99 µM; actives 0.35% (n = 380,000); HEK293 LGR2, CRE-luciferase, bursicon-stimulated, 4 h; AID 720647;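 active = drop in luminescence signal, shown as inhibition above about 50% in the replicate tests, limit read from the data, passing the limit was not always enough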;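 also: agonist challenge used bursicon conditioned medium at about half maximal strength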
C2C12 statin: protects C2C12 myotubes from simvastatin toxicity; actives 0.78% (n = 330,000); rescue of ATP level, % at 7.49 µM; ATP luminescence, 48 h; scaled: DMSO 0, geranylgeraniol control 100;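 active = mean ATP rescue above about 67%, or every replicate alone reaching that limit, limit read from the data, passing the limit was not always enough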;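 also: myotubes were challenged with 10 µM simvastatin during compound exposure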
SIRT5 inh: blocks human SIRT5 desuccinylation of peptide; Purified SirT5, succinyl-peptide AMC, trypsin-coupled fluorescence; inhibition, % at 15 µM; actives 1.1% (n = 330,000); AID 652115; in the data active = inhibition above about 15%
Target sequence (Q9NXA8 whole entry, looked up): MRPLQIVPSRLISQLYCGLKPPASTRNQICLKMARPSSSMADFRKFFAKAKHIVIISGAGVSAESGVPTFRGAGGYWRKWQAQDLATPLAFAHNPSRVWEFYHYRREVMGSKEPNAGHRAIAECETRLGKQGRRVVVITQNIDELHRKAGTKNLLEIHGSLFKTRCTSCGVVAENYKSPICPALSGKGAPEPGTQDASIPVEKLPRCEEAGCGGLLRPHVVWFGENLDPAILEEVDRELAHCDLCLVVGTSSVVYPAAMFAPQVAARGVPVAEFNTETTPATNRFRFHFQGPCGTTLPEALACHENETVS
The depositor's hits bear a star; / = no result given.

#1 COc1ccc(NC(=O)N(C)C[C@@H]2OCCCC[C@@H](C)Oc3ccc(NC(=O)NC(C)C)cc3C(=O)N([C@H](C)CO)C[C@@H]2C)cc1
#2 CC1CN(S(=O)(=O)c2cccc(C(=O)NCCCn3ccnc3)c2)CC(C)O1 (configuration not stated)
#3 Cc1cc(/C([O-])=C(/C(=S)Nc2ccccc2)[n+]2ccccc2)c(C)n1-c1ccccc1
#4 CCSc1nc2ccccc2n1C(=O)/C=C\c1ccc(OC)c(OC)c1
#5 O=C(C[C@H]1CC[C@H](NC(=O)C2CC2)[C@H](CO)O1)NCc1ccncc1
#6 C[C@@H]1CCCCO[C@H](CN(C)C(=O)Nc2ccccc2)[C@@H](C)CN([C@H](C)CO)C(=O)c2cc(NS(=O)(=O)c3ccccc3)ccc2O1
Assay by compound	1	2	3	4	5	6
CASP6 VEID inh	0	/	/	/	0	0
S100A4 inh HTS	2	/	/	/	-11	-7
SIRT5 inh	-2	/	/	/	1	-2
esBAF inh	0	-10	5	21	0	-4
C2C12 statin	/	-4	16	25	0	/
FN deposit inh	/	2	7	11	2	-11
LGR2 inh	12	/	/	/	4	-2

#7 COc1cc(/C=N/NC(=O)CNC(=O)c2ccncc2)ccc1OC(C)=O
#8 CCOc1ccc(S(=O)(=O)NC(=O)c2ccccc2)cc1
#9 COc1ccc(NC2CCCN(C(=O)CCN3CCCC3=O)C2)cc1OC (configuration not stated)
#10 CCOC(=O)CN1C(=O)N[C@@H](c2ccccc2)[C@@H](C(=O)OC)[C@H]1C
#11 COC(=O)CCCC[C@@H]1O[C@H](CCc2ccccc2)Cc2[nH][nH]c(=O)c21
#12 COc1ccc(NC(=O)N(C)C[C@H]2OCCCC[C@@H](C)Oc3ccc(NC(=O)c4ccccc4)cc3C(=O)N([C@@H](C)CO)C[C@H]2C)cc1
Assay by compound	7	8	9	10	11	12
CASP6 VEID inh	-9	4	11	1	-1	-5
S100A4 inh HTS	-1	-2	4	2	4	-4
SIRT5 inh	1	-5	-9	-1	1	6
esBAF inh	-1	1	/	17	/	-1
C2C12 statin	-9	2	/	16	/	/
FN deposit inh	/	2	1	-5	15	-1
LGR2 inh	-12	-3	-13	2	-3	15

#13 O=C(COC(=O)c1ccccc1O)Nc1cc([N+](=O)[O-])ccc1Cl
#14 CO[C@H]1CN(C)C(=O)c2ccc(NC(=O)Cc3ccccc3)cc2OC[C@H](C)N(CC2CC2)C[C@H]1C
#15 C[C@@H]1CN([C@@H](C)CO)C(=O)c2cc(NS(=O)(=O)c3ccccc3)ccc2O[C@@H](C)CCCCO[C@@H]1CN(C)S(=O)(=O)c1cn(C)cn1
#16 COc1ccccc1NC(=O)C(CC(C)C)NC(=O)C1CCCCC1 (configuration not stated)
#17 Cc1cccc(S(=O)(=O)NC(=O)C2(C)CCN2C(=O)Cc2ccsc2)c1 (configuration not stated)
#18 NC(=O)c1ccsc1NC(=O)COC(=O)C1CC2CCCC(C1)C2=O (configuration not stated)
Assay by compound	13	14	15	16	17	18
CASP6 VEID inh	2	0	-2	/	1	0
S100A4 inh HTS	0	3	1	/	-2	-2
SIRT5 inh	-7	8	-5	/	2	-1
esBAF inh	-3	-7	0	3	-3	3
C2C12 statin	-5	1	/	5	-4	-5
FN deposit inh	-10	2	-3	4	1	-2
LGR2 inh	5	4	-9	/	1	0

Complete entries from above. Values in the order: CASP6 VEID inh, S100A4 inh HTS, SIRT5 inh, esBAF inh, C2C12 statin, FN deposit inh, LGR2 inh
NC(=O)c1ccsc1NC(=O)COC(=O)C1CC2CCCC(C1)C2=O (configuration not stated) across the screens: 0, -2, -1, 3, -5, -2, 0
C[C@@H]1CN([C@@H](C)CO)C(=O)c2cc(NS(=O)(=O)c3ccccc3)ccc2O[C@@H](C)CCCCO[C@@H]1CN(C)S(=O)(=O)c1cn(C)cn1 across the screens: -2, 1, -5, 0, /, -3, -9

Further structures follow.
#19 c1csc(-c2nc(-c3ccc(-c4ccon4)s3)no2)c1
#20 COc1ccccc1OCCCCCCN1CCOCC1
#21 COc1ccc(S(=O)(=O)N(C)C[C@@H]2Oc3ccc(NC(=O)Nc4ccccc4)cc3C(=O)N([C@@H](C)CO)C[C@@H]2C)cc1
#22 CCOc1ccc(NC(=O)NCCCSC2CCCCC2)cc1
#23 Cc1noc(C)c1S(=O)(=O)N(C)C[C@H]1OCc2ccccc2-c2c(n(C)c3ccccc23)C(=O)N([C@@H](C)CO)C[C@H]1C
#24 Cc1ccc(-c2cnc3c(c2)C(=O)N([C@H](C)CO)C[C@@H](C)[C@H](CN(C)C(=O)c2ccncc2)O3)cc1
Assay by compound	19	20	21	22	23	24
CASP6 VEID inh	-2	-6	0	/	-3	-4
S100A4 inh HTS	1	-7	-9	/	0	12
SIRT5 inh	-4	6	1	/	5	9
esBAF inh	/	/	-9	-2	7	-3
C2C12 statin	/	/	-35	1	31	14
FN deposit inh	-7	2	/	0	25	2
LGR2 inh	-9	3	0	/	2	-7

#25 O=C1CN(O)C=C2N=c3ccccc3=C2N1c1ccc([N+](=O)[O-])cc1
#26 C[C@@H]1CN([C@H](C)CO)C(=O)c2cc(NC(=O)C3CCCCC3)ccc2O[C@@H](C)CCCCO[C@H]1CN(C)C(=O)NC1CCCCC1
#27 O=C(CN1C(=O)C2CCCCC2C1=O)OCn1nnc2ccccc2c1=O (configuration not stated)
#28 O=C(COC(=O)/C=C/c1ccc(S(=O)(=O)N2CCc3ccccc32)cc1)NC1CCS(=O)(=O)C1 (configuration not stated)
#29 O/N=C/c1ccccc1Oc1ccccc1
#30 Cc1ccc(N2CC(C(=O)Nc3nnc(SCC(=O)Nc4nc(C)cs4)s3)CC2=O)cc1 (configuration not stated)
Assay by compound	25	26	27	28	29	30
CASP6 VEID inh	-4	2	3	1	/	4
S100A4 inh HTS	-2	-1	-4	-1	/	-3
SIRT5 inh	0	11	-2	-1	/	-2
esBAF inh	1	9	/	-6	-6	/
C2C12 statin	/	-49	/	5	86*	/
FN deposit inh	-16	/	-5	/	/	9
LGR2 inh	6	-30	8	4	3	-5

#31 CCN(CC)S(=O)(=O)c1ccc(NC(=O)c2cc(-c3ccccc3)nc3ccccc23)cc1
#32 COc1cc(-c2cc3nc(NCCc4ccc(S(N)(=O)=O)cc4)ccn3n2)cc(OC)c1OC
#33 O=C(CN(c1ccccc1)S(=O)(=O)c1ccccc1[N+](=O)[O-])N1CCCC1
#34 Cc1ccc(-c2ccc([C@@H]3[C@H](CO)N4CCCCN(C(=O)c5ccc(F)cc5)C[C@@H]34)cc2)cc1
#35 COc1ccc2c3c(n(C)c2c1)[C@@H](CO)N(Cc1ccncc1)CC31CN(C(=O)Cc2ccncc2)C1
#36 Cc1ccc[n+](CC(=O)Nc2c(Cl)cc(Cl)cc2Cl)c1
Assay by compound	31	32	33	34	35	36
CASP6 VEID inh	-1	0	-1	0	-1	8
S100A4 inh HTS	2	-3	-5	7	-1	1
SIRT5 inh	1	-6	2	-1	/	-3
esBAF inh	/	-2	-8	-6	/	-6
C2C12 statin	/	-36	6	-68	/	5
FN deposit inh	7	-2	3	6	/	4
LGR2 inh	5	-5	15	8	1	5

#37 C=CCn1c(SCc2nnc(-c3ccccc3)o2)nnc1C(O)c1ccccc1 (configuration not stated)
#38 CN1CCN(C2CC(=O)N(Cc3ccc(N4CCCC4=O)cc3)C2=O)CC1 (configuration not stated)
#39 CCCCCCCN(C(=O)CCl)c1ccccc1C
#40 O=C1C(=Cc2ccco2)CCC1=Cc1ccco1
#41 Cc1cccc(C)c1N=Cc1c(C(F)(F)F)[nH][nH]c1=O
#42 CC(C)NC(=O)Nc1n[nH]c(Nc2ccc(Cl)cc2)n1
Assay by compound	37	38	39	40	41	42
CASP6 VEID inh	/	/	/	88*	2	2
S100A4 inh HTS	/	/	/	0	-2	3
SIRT5 inh	/	/	/	/	0	-3
esBAF inh	-2	-4	-6	1	0	/
C2C12 statin	54	7	14	6	0	/
FN deposit inh	-8	-9	/	-12	-16	9
LGR2 inh	-6	/	-13	7	13	/

#43 CCOC(=O)Cc1csc(NC(=O)Cc2ccccc2[N+](=O)[O-])n1
#44 CO[C@H]1CN(C)C(=O)c2ccc(NC(C)=O)cc2OC[C@@H](C)N(CCC(F)(F)F)C[C@@H]1C
#45 CC(C)n1cc(CN2CCCC(C(=O)Nc3cccc(-c4cc5ccccc5[nH]4)c3)C2)cn1 (configuration not stated)
#46 O=C(O)c1ccc(Cl)c(S(=O)(=O)N2CCC(Cc3ccccc3)CC2)c1
#47 Clc1nc(-c2ccccc2)cc(-c2ccccc2)n1
#48 COc1cccc(C(=O)Nc2c3c(nn2-c2ccc([N+](=O)[O-])cc2)CS(=O)(=O)C3)c1
Assay by compound	43	44	45	46	47	48
CASP6 VEID inh	4	0	-5	6	-3	2
S100A4 inh HTS	1	1	1	-3	4	-4
SIRT5 inh	-4	3	-1	1	-1	-6
esBAF inh	/	-10	-3	-5	-3	-13
C2C12 statin	/	-7	-1	-2	2	6
FN deposit inh	6	-17	7	-1	-2	-1
LGR2 inh	12	-20	-6	19	-21	-3

#49 C[C@@H]1CN([C@H](C)CO)C(=O)c2cc(NS(=O)(=O)c3ccccc3)ccc2O[C@H]1CN(C)Cc1ccc(Oc2ccccc2)cc1
#50 CN1CCN(C(=O)C[C@@H]2C[C@@H]3c4cc(NC(=O)Cc5ccncc5)ccc4O[C@@H]3[C@@H](CO)O2)CC1
#51 O=C(NCc1ccco1)C(=S)N1CCCCC1
#52 COc1ccc(CN(C)C[C@@H]2Oc3ccc(NC(=O)Nc4ccc(OC)cc4)cc3C(=O)N([C@H](C)CO)C[C@@H]2C)cc1
#53 COc1ccc(C2=Nc3ccccc3N(C(=O)c3ccc(C(F)(F)F)cc3)C2C(=O)Nc2ccc3c(c2)OCCO3)cc1 (configuration not stated)
#54 O=C(Cc1ccc(F)cc1)N1CCN(c2ccc(F)cc2)CC1
#55 CC(OC(=O)CN1C(=O)c2ccccc2C1=O)C(=O)NCc1ccccc1 (configuration not stated)
#56 CCC(=O)Nc1ccc2c(c1)C(=O)N(C)[C@H]1CC[C@@H](CC(=O)NCC3CC3)O[C@@H]1CO2
Assay by compound	49	50	51	52	53	54	55	56
CASP6 VEID inh	1	-1	1	1	2	1	-1	-2
S100A4 inh HTS	12	12	2	-13	13	-2	-2	-12
SIRT5 inh	10	-3	1	-5	/	0	-2	3
esBAF inh	4	5	/	1	/	-2	/	-4
C2C12 statin	-24	-2	/	-6	/	4	/	1
FN deposit inh	/	/	12	/	6	-3	/	-3
LGR2 inh	-5	1	21	10	-66	2	15	10

In the list so far, these have a halogen:
#13 O=C(COC(=O)c1ccccc1O)Nc1cc([N+](=O)[O-])ccc1Cl
#34 Cc1ccc(-c2ccc([C@@H]3[C@H](CO)N4CCCCN(C(=O)c5ccc(F)cc5)C[C@@H]34)cc2)cc1
#36 Cc1ccc[n+](CC(=O)Nc2c(Cl)cc(Cl)cc2Cl)c1
#39 CCCCCCCN(C(=O)CCl)c1ccccc1C
#41 Cc1cccc(C)c1N=Cc1c(C(F)(F)F)[nH][nH]c1=O
#42 CC(C)NC(=O)Nc1n[nH]c(Nc2ccc(Cl)cc2)n1
#44 CO[C@H]1CN(C)C(=O)c2ccc(NC(C)=O)cc2OC[C@@H](C)N(CCC(F)(F)F)C[C@@H]1C
#46 O=C(O)c1ccc(Cl)c(S(=O)(=O)N2CCC(Cc3ccccc3)CC2)c1
Assay by compound	13	34	36	39	41	42	44	46
CASP6 VEID inh	2	0	8	/	2	2	0	6
S100A4 inh HTS	0	7	1	/	-2	3	1	-3
SIRT5 inh	-7	-1	-3	/	0	-3	3	1
esBAF inh	-3	-6	-6	-6	0	/	-10	-5
C2C12 statin	-5	-68	5	14	0	/	-7	-2
FN deposit inh	-10	6	4	/	-16	9	-17	-1
LGR2 inh	5	8	5	-13	13	/	-20	19

#47 Clc1nc(-c2ccccc2)cc(-c2ccccc2)n1
#53 COc1ccc(C2=Nc3ccccc3N(C(=O)c3ccc(C(F)(F)F)cc3)C2C(=O)Nc2ccc3c(c2)OCCO3)cc1 (configuration not stated)
#54 O=C(Cc1ccc(F)cc1)N1CCN(c2ccc(F)cc2)CC1
Assay by compound	47	53	54
CASP6 VEID inh	-3	2	1
S100A4 inh HTS	4	13	-2
SIRT5 inh	-1	/	0
esBAF inh	-3	/	-2
C2C12 statin	2	/	4
FN deposit inh	-2	6	-3
LGR2 inh	-21	-66	2

Not all compounds are listed. The share of hits here may be higher or lower than overall.
